Screening data from PubChem.
KCNQ2 block – KCNQ2 potassium channel inhibitors, primary screen, cell-based, CHO-K1, FluxOR thallium flux, B-score (AID 2156) | 20 min; stronger effect = lower value | B-score at 10 µM | hit rate 1.1% among 310,000;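 active = fluorescence ratio B-score at most minus 3 library SDs, with starting brightness B-score within 2 library SDs, cut at about -5.5 in these data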
Target sequence (O88943 whole entry, looked up): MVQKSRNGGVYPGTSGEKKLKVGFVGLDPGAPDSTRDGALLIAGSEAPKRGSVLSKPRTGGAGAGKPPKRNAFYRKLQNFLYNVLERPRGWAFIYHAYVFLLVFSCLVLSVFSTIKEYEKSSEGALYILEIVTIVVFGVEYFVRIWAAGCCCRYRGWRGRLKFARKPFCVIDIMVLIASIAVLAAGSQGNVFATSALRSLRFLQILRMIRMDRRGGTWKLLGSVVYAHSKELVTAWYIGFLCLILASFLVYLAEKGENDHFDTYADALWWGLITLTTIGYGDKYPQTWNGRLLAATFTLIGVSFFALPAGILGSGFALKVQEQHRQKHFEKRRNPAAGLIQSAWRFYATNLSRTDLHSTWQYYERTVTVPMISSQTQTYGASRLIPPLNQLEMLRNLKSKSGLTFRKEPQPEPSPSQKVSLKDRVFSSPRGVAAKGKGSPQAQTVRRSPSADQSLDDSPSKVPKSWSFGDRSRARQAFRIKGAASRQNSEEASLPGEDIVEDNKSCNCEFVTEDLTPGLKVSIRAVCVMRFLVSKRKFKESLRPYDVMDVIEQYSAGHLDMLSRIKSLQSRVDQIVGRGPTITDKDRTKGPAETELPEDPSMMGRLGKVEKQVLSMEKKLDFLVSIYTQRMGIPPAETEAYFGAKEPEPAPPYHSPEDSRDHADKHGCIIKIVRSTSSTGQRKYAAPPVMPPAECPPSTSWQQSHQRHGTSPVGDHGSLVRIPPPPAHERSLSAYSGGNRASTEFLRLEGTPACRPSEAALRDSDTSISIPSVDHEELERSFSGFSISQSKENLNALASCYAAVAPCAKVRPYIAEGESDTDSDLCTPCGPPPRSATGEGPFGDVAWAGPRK
Kir21 block – inhibitors of mouse Kir2.1 inward-rectifier potassium channel; Inward rectifier potassium channel 2 (Mus musculus), P35561; HEK293-Kir2.1, FluxOR thallium flux fluorescence; stronger effect = lower value; B-score at 10 µM; hit rate 0.85% among 310,000;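 active = fluorescence ratio B-score at or below minus 3 SD of library scores, with starting-brightness B-score within 2 SD, cut at about -4.2 in these data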;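 also: channel flux triggered by added potassium and thallium sulfate stimulus; B-score of peak minus minimum fluorescence over baseline after thallium stimulus; more negative B-score means stronger Kir2.1 block with less thallium influx; some compounds called inactive have numbers as strong as hits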
Starred values were filed as active, the others as inactive; i = inactive. Compounds as they come. Share with any hit: about 1.9%.

SMILES	KCNQ2 block	Kir21 block
N#Cc1ccc(OCC(=O)OCC(=O)Nc2cc(C(F)(F)F)ccc2N2CCOCC2)cc1	i	-1.2
COc1ccc([C@@H]2[C@@H]3C(=O)N(C(C)(C)C)C(=O)[C@@H]3[C@]3(Cc4ccc(Cl)cc4)C(=O)N(c4cccc(C)c4)C(=O)N23)cc1	i	0.74
O=C(CCC1CCCCC1)Nc1ccccc1O	i	-0.28
COc1ccc(Br)cc1CN1CCN(C(=O)c2ccc(F)cc2)CC1	i	0.04
COc1ccc(NC(=O)CN(C)C(=O)CNC(=O)c2cccs2)cc1	i	1.7
O=C1Nc2ncccc2OC1CCCl (stereo not given)	i	-0.27
CC(=O)OC(c1nc2ccccc2c(=O)n1C1CC2(OC1=O)c1ccccc1N1C(=O)C(C)(C)N(O)C12)C(C)C (stereo not given)	i	0.19
CCc1nc(SCc2cccnc2)[nH]c(=O)c1C	i	2.1
COc1ccccc1N1CCN(C(c2cccs2)C(C)NC(=O)c2cccs2)CC1 (stereo not given)	i	0.17
Cc1ccc(N=Nc2c(N)nn(-c3ccccc3)c2N)cc1	i	0.01
Clc1ccc(/C=C\c2nccc3c2[nH]c2ccccc23)cc1	i	1.6
COc1ccc(Oc2nnnn2-c2ccccc2)cc1	i	-0.2
Cc1ccc2c(c1)S/C(=C/c1ccc[n+](CCO)c1)N2C	i	-0.72
CC(C)CCn1nc(C(=O)Nc2nc3c(s2)CCCC3)c2ccccc2c1=O	i	-1.7
CCOC(=O)c1sc(N)c(C(=O)Nc2ccccc2OC)c1C	i	0.77
COC(=O)CN(C#N)c1nc(NC(C)C)nc(NC(C)C)n1	i	0.53
Cc1ccc(CSc2nnc3ccc(-c4ccncc4)nn23)cc1	i	-1.4
O=C(COC(=O)c1cc[n+]([O-])cc1)Nc1ccccc1Cl	i	0.27
COc1cc(C)c(NC(=O)C(=S)NCCc2ccccc2)cc1C	i	1.2
Cc1ccc(S(=O)(=O)N2CCCC(C(=O)N3CCCc4ccccc43)C2)cc1 (stereo not given)	i	0.26
CCC(C)(C(=O)NC1CCCCC1)N(Cc1ccco1)C(=O)c1ccc2c(c1)OCO2 (stereo not given)	i	-0.11
Cc1noc(C)c1COC(=O)COc1cccc2c1OC(C)(C)C2	i	-5.5*
Cc1cccc(NC(=O)c2ccccc2-c2ccccc2)c1	i	-0.75
NS(=O)(=O)c1ccc(NN=C2CCCCC2)c([N+](=O)[O-])c1	i	-0.87
C=CC(=O)N=c1sc2ccccc2n1-c1ccccc1	i	-1.6
COc1ccc(C(=O)N(CC2CCCO2)C(C(=O)NC2CCCC2)c2ccc(Cl)cc2)cc1OC (stereo not given)	i	0.53
Cc1ccccc1OCC(=O)O/N=C(\N)c1ccncc1	i	-0.91
CCc1ccc(C(=O)NCC2COc3ccccc3O2)o1 (stereo not given)	i	0.29
c1coc(C2Nc3ccccc3-c3nc4ccccc4n32)c1 (stereo not given)	i	-2.5
O=c1oc2cc(O)ccc2c2ccccc12	i	0.2
C/C(=N\NC(=O)c1ccc(-c2ccccc2)cc1)C1C(=O)c2ccccc2C1=O	i	0.71
CCCN(CCC)CCNC(=O)C1CCN(S(=O)(=O)c2cccc3nsnc23)CC1	i	0.95
CCOc1ccc(C(C)(C)C)cc1S(=O)(=O)N1CCOCC1	i	-3.1
Cc1ccc(C)c(Cn2nnc3c(=O)[nH]c(C(=O)NCC4CCCO4)nc32)c1 (stereo not given)	i	1.4
O=C(Cn1cc2c(n1)CCCCC2)NC1CCN(Cc2ccccc2)CC1	i	-0.79
O=C(O)C1CSC2(c3ccc(F)cc3)CCC(=O)N12 (stereo not given)	i	-0.84
COc1cccc(CN(C)CC(=O)NCc2ccc(F)cc2)c1OC	i	0.6
CCC(=O)Nc1cccc(NC(=O)c2ccc3c(c2)OCCO3)c1	i	-0.42
CCOC(=O)c1ccccc1NC(=O)COC(=O)CCC(=O)c1ccccc1	i	-0.84
CCOc1ccc(NC(=O)CCC(=O)NNS(=O)(=O)c2ccccc2[N+](=O)[O-])cc1	i	0.01
COc1cccc(CN(C)Cc2nc(Cc3ccccc3Cl)no2)c1	i	-0.7
Cc1cc(SCC(=O)Nc2ccccc2C)nc(C)n1	i	0.47
O=C(C1CC1)n1cc(C(=S)N2CCOCC2)c2ccccc21	i	1.4
CC(NC(=O)CCN1C(=O)c2ccccc2C1=O)c1ccc2c(c1)CCCC2 (stereo not given)	i	-4.2*
Cc1cc(C2(c3ccc(O)c(C)c3)C(=O)N(C)c3ccc(Br)cc32)ccc1O	i	-0.03
CCOCCCNC(=O)c1ccc(Cn2c(=O)[nH]c3ccsc3c2=O)cc1	i	-0.28
Cc1cccc(NC(=O)c2ccc(S(=O)(=O)N(C)C)cc2)c1	i	-0.21
NC(=O)NC(=O)COC(=O)[C@H](Cc1ccccc1)NC(=O)c1cccs1	i	-0.3
O=C(NC1CCCC1)C(c1cccnc1)N(C(=O)c1csnn1)C1CCCC1 (stereo not given)	i	-1.5
O=C(Cn1c(=O)oc2cc(S(=O)(=O)N3CCCC3)ccc21)N1CCN(c2ccccc2)CC1	i	0.59
COc1ccccc1NC(=O)N(CCN(C)C)Cc1cc2cc(C)ccc2[nH]c1=O	i	-1.3
COc1ccc(OCCCn2c(=O)oc3ccccc32)cc1	i	-0.04
Cc1nn2c3ccccc3n(C)c2nc1=O	i	-0.69
O=C(Nc1ccc(F)cc1F)NC1CCCCCCC1	i	0.98
Cc1ccccc1C(=O)NNC(=O)c1ccc(Br)cc1	i	-0.96
COC(=O)c1ccsc1NC(=O)c1ccc2c(c1)OCCO2	i	-0.64
COc1ccccc1C(=O)NC(=O)COc1ccc(Cl)cc1Cl	i	-0.94
Cn1c(=O)c2c(nc(Sc3ncccn3)n2Cc2ccc(Cl)cc2)n(C)c1=O	i	-0.11
Cc1cc(NC(=O)c2noc3c2CCc2ccccc2-3)no1	i	1.7
CCOc1ccccc1NC(=O)c1ccccc1N(C)S(C)(=O)=O	i	-0.02
The results go on:
SMILES	KCNQ2 block	Kir21 block
CCN(CC(=O)Nc1c(F)cccc1F)C(=O)CSc1nc2ccccc2o1	i	-0.01
COc1ccc(CCNC(=O)Cc2c(Cl)cccc2Cl)cc1	i	0.54
c1ccc(-c2nc[nH]c2-c2ccccc2)cc1	i	-0.28
COCCCNC(CC(=O)Nc1cc(C)cc(C)c1)C(=O)O (stereo not given)	i	-0.06
CCCc1cc(C(=O)NCC(C)C)no1	i	0.04
Cc1ccc(C(c2nnnn2Cc2ccccc2)N2CCN(Cc3ccccc3)CC2)cc1 (stereo not given)	i	-0.56
CCC(=O)N1CCc2cc(S(=O)(=O)NCCC(=O)N3CCN(c4cccc(OC)c4)CC3)ccc21	i	0.64
CCOCC(=O)Nc1cccc(-c2nc3cccnc3s2)c1C	i	0.39
CCNS(=O)(=O)c1ccc(CCC(=O)Nc2ccc(C(=O)OC)cc2)cc1	i	0.7
COC(=O)c1cc2ccsc2n1CC(=O)Nc1cc(Cl)ccc1OC	i	-0.09
COc1cccc(C(=O)NC2CCNCC2)c1	i	1.9
CC(=O)c1cccc(NC(=O)C(NC(C)C)c2ccccc2)c1 (stereo not given)	i	-0.85
CN(C(=O)c1sc2nc(N3CCOCC3)c3c(c2c1N)CCCC3)c1ccccc1	i	0.81
O=C(Nc1ccccc1N1CCN(c2ccc(F)cc2)CC1)C12CC3CC(CC(C3)C1)C2	i	-1.4
CCc1cccc(C)c1NS(=O)(=O)c1c(C)nc2sccn2c1=O	i	-0.1
O=C(CCn1nnc2ccccc21)N/N=C\Cc1ccccc1	i	1.1
O=C(NCCC(=O)N1CCN(S(=O)(=O)c2ccccc2)CC1)c1ccc(Br)cc1	i	0.01
C=CCn1c(-c2ccccc2)c[nH]c1=S	i	0.06
CCOC(=O)C/C(C)=N/NC(=O)COc1ccccc1C	i	-0.58
Cc1ccc(-c2cc(C(=O)N/N=C/c3ccc(F)cc3)n[nH]2)o1	i	-1.6
Cc1ccc(C(=O)N2CCN(C(=O)CN3CCCC3)C2)cc1	i	0.67
CCN(CC)c1ccc(NC(=O)COc2ccc(C)cc2)cc1	i	0.4
C/C(=C\C(=O)O)C12CC3CC(CC(C3)C1)C2	i	-1.7
COc1ccc(-c2csc(N(C)C(=O)c3ccco3)n2)cc1	i	-0.68

Entries of single compounds, looked up by structure. Order of values: KCNQ2 block | Kir21 block
N#Cc1ccc(OCC(=O)OCC(=O)Nc2cc(C(F)(F)F)ccc2N2CCOCC2)cc1 is listed with i | -1.2
COc1ccc(-c2csc(N(C)C(=O)c3ccco3)n2)cc1 is listed with i | -0.68

Continued.
SMILES	KCNQ2 block	Kir21 block
COc1ccc(S(=O)(=O)N2CCC(C(N)=O)CC2)cc1	i	1.6
CCSc1nnc(NC(=O)c2c(-c3ccccc3Cl)noc2C)s1	i	0.98
Cc1nc(NC(=O)c2ccccc2O)sc1C	i	0.55
COC(=O)c1cccc(NC(=O)CCc2cc(OC)c(OC)c(OC)c2)c1	i	-0.67
COc1ccc(NC(=S)N(CCCN2CCOCC2)Cc2ccccn2)cc1	i	1.4
CC(NC(=O)/C(C#N)=C/c1cn[nH]c1-c1ccccc1)c1ccccc1 (stereo not given)	i	0.08
Cc1cc(C(=O)CN2C(=O)NC(C)(c3ccccc3)C2=O)c(C)n1CC1CCCO1 (stereo not given)	i	-1
Cc1ccc(NC(=O)CN2CCCN(S(=O)(=O)c3ccc(Br)s3)CC2)cc1	i	0.85
CNC(=O)COC(=O)c1ccc(-c2nc3ccccc3s2)s1	i	-1.8
CCCCN(CC)CCNc1c(NC2CCN(C(=O)OCC)CC2)c(=O)c1=O	i	-1.2
Cc1ccc(NC(=O)CSc2nnc(CCNC(=O)OC(C)(C)C)o2)c(C)c1	i	-1.6
Cc1cccc(N2CCN(C(=O)CN3CCOc4ccccc43)CC2C)c1 (stereo not given)	i	-0.01
O=c1c(C(c2ccc(Br)cc2)c2c(O)nc3n(c2=O)CCS3)c(O)nc2n1CCS2	i	0.29
Cc1cccc(C(=O)NCc2nnc(SCC(=O)Nc3nnc(C)s3)n2C)c1	i	2
CCC(C)N(C(=O)COC(=O)CNC(=O)c1sc2ccccc2c1Cl)C1CCS(=O)(=O)C1 (stereo not given)	i	-0.59
CC(=O)Nc1nonc1-c1nc2ccccc2n1CC1CC1	i	-0.92
COc1cccc(NC(=O)CCC2CCN(C(=O)c3cccc(NC(C)=O)c3)CC2)c1	i	-0.75
CCOc1ccccc1NC(=O)CCCn1cc([N+](=O)[O-])cn1	i	1.4
CCC1(c2ccc(F)cc2)NC(=O)N(CC(=O)Nc2ccccc2C)C1=O (stereo not given)	i	-1
Cc1cc(C)cc(OCC(=O)OCCN2C(=O)c3ccccc3C2=O)c1	i	-1.9
CC(C)OP(=O)(c1ccc(N(C)C)cc1)C(O)c1ccncc1 (stereo not given)	i	3.2
CCOc1cc(NC(=O)c2ccccc2OC)c(OCC)cc1NC(=O)c1ccccc1	i	1.1
O=C(CSc1nnnn1-c1ccccc1)Nc1ncc2c(n1)CC(c1ccco1)CC2=O (stereo not given)	i	0
COc1ccc(/C=N/NC(=O)c2cc3c(ccc4ccccc43)o2)c(OC)c1	-6.3*	0.08
CC(C)=CCCC1=CCC(/C(C)=N/NC(N)=O)CC1 (stereo not given)	i	-1.7
CCOc1cc(C)c(Cl)cc1S(=O)(=O)N(C)C	i	-0.53
CC1(C)OC(=O)C(=CNC(CCC(N)=O)C(=O)O)C(=O)O1 (stereo not given)	i	0.35
CCCN1C2CCCC1CC(NC(=O)c1ccccc1OCC)C2 (stereo not given)	i	-0.75
O=c1[nH]c2ccccc2nc1C(F)(F)F	i	1.2
CCOC(=O)c1c(NC(=S)NC)sc2c1CCCC2	i	-0.14
Cc1[nH]c2ccccc2c1C(C[N+](=O)[O-])c1ccco1 (stereo not given)	i	-3.4
O=C(Nc1cccnc1Cl)c1cc(-c2cccc(Cl)c2)on1	i	0.06
Cc1ccc(-n2c(C)nn(CCOc3ccccc3)c2=O)cc1	i	0.64
CC(SC(=S)N(C)Cc1cccs1)C(=O)O (stereo not given)	i	-0.17
c1cncc(CSc2ccc(-c3cccs3)nn2)c1	i	-0.94
COCCn1c(=NC(=O)c2ccc(S(=O)(=O)N3CCCc4ccccc43)cc2)sc2cc(S(C)(=O)=O)ccc21	i	-0.17

By substructure, the entries above with an aryl thioether with sulfur outside any ring
SMILES	KCNQ2 block	Kir21 block
CCc1nc(SCc2cccnc2)[nH]c(=O)c1C	i	2.1
Cc1ccc(CSc2nnc3ccc(-c4ccncc4)nn23)cc1	i	-1.4
Cc1cc(SCC(=O)Nc2ccccc2C)nc(C)n1	i	0.47
Cn1c(=O)c2c(nc(Sc3ncccn3)n2Cc2ccc(Cl)cc2)n(C)c1=O	i	-0.11
CCN(CC(=O)Nc1c(F)cccc1F)C(=O)CSc1nc2ccccc2o1	i	-0.01
CCSc1nnc(NC(=O)c2c(-c3ccccc3Cl)noc2C)s1	i	0.98
Cc1ccc(NC(=O)CSc2nnc(CCNC(=O)OC(C)(C)C)o2)c(C)c1	i	-1.6
Cc1cccc(C(=O)NCc2nnc(SCC(=O)Nc3nnc(C)s3)n2C)c1	i	2
O=C(CSc1nnnn1-c1ccccc1)Nc1ncc2c(n1)CC(c1ccco1)CC2=O (stereo not given)	i	0
c1cncc(CSc2ccc(-c3cccs3)nn2)c1	i	-0.94

Other records
SMILES	KCNQ2 block	Kir21 block
O=C(O)Cc1ccc(C(=O)c2ccccc2F)s1	i	-1.2
CCN(CC(=O)Nc1ccc(S(=O)(=O)N2CCOCC2)cc1)Cc1ccccc1	i	-1.1
CCOc1ccc(CNC(=S)N/N=C/c2ccc(OC)c(OC)c2)cc1	i	-0.74
Cc1ccc(C(=O)N2CCN(C(=O)CN3CCOCC3)C2)cc1	i	0.04
CN(C)C=NC(=O)c1cc(C(=O)c2ccc(Cl)cc2Cl)c[nH]1	i	0.77
CCOC(=O)N1CCN(CCC(=O)Nc2ccc(OC(F)(F)F)cc2)CC1	i	0
CCOC(=O)Cn1c(=O)c2c(nc3n2CCS3)n(C)c1=O	i	-0.03
